Compound activity as filed in PubChem.
GALK inh = qHTS Assay for Inhibitors of Human Galactokinase (GALK). P51570. Purified GALK, Kinase-Glo residual ATP luminescence. Potency, µM (titrated, usually from 57.5 µM), for inactives: at the highest dose activity change, negative = inhibition, hits mostly inhibitors. 270,000 compounds, 0.007% hits. AID 1868, 2009; note: potency is the fitted concentration of half-maximal effect; % is set by controls: 0 for no effect and ±100 for the full control effect
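GALK at 5 nM final was combined with compound, 35 uM ATP and 100 uM galactose in HEPES pH8.0 with MgCl2 and DTT. The reaction ran one hour at room temperature before luminescent ATP detection.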
PKM2 activator = qHTS Assay for Activators of Human Muscle isoform 2 Pyruvate Kinase; Pyruvate kinase PKM (Homo sapiens), P14618; purified PKM2, Kinase-Glo ATP luminescence, activation; response scale: 0% is enzyme alone, no compound; Potency, µM (top dose mostly 57.5 µM), for inactives: at the top dose activation, hits mostly activators; 260,000 compounds, 0.34% hits; AID 1631, 2009; note: potency is the fitted concentration of half-maximal effect; % is set by controls: 0 for no effect and ±100 for the full control effect; nearly all actives have a fitted effect of over 55% in size
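hPK-M2, >95% pure; 0.1 mM ADP / 0.5 mM PEP final; imidazole pH7.2 buffer w/ 7 mM MgCl2, 50 mM KCl; 1 h RT; Kinase-Glo lum. Intermediate enzyme activity for dual inhibitor/activator qHTS.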
Menin-MLL TR inh = qHTS Assay for Inhibitors Targeting the Menin-MLL Interaction in MLL Related Leukemias: Competition With Texas Red Labeled MLL-derived Mutant Peptide; Menin + Texas Red MLL mutant peptide, fluorescence polarization; 270,000 compounds, 0.23% hits; AID 1768, 2009; O00255; Potency, µM (highest dose often 61.6 µM), inactives show top-dose FP activity change, negative = inhibition, hits mostly inhibitors; active = well fitted inhibition curve with a large enough effect in the polarisation, with a control signal flat, not every such curve was filed as active; inconclusive = small, poorly fitted or top-dose-only effect, or effect the other way, or a change in a side signal; inactive = no such curve, though single readings can be large or run the other way; the % refers to the polarisation; note: potency is the fitted concentration of half-maximal effect; % of control where 0% means no effect; many of its hits are not listed in these tables
Target sequence (O00255 whole entry, looked up): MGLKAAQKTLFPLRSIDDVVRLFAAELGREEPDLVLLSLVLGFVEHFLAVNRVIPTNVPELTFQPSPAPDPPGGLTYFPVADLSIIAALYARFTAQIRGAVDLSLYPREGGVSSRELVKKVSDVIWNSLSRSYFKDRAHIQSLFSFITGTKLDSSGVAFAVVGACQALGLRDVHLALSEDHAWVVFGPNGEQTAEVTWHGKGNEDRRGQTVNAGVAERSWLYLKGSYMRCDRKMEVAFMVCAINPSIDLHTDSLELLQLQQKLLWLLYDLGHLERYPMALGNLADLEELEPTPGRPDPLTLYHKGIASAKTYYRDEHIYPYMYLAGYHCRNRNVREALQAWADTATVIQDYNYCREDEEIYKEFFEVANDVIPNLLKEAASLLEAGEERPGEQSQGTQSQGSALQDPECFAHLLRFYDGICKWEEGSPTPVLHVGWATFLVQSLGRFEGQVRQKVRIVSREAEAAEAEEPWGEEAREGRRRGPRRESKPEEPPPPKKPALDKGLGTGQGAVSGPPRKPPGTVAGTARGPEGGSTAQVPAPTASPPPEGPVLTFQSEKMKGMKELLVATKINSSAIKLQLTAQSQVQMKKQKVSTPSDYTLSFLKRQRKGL
ASM inhibitor = Inhibitors of Secretory Acid Sphingomyelinase (S-ASM): qHTS; Potency, µM (highest dose often 57.5 µM), inactives show at the top dose activity change, negative = inhibition, actives largely listed as inhibitors; Sphingomyelin phosphodiesterase (Homo sapiens), P17405; 340,000 compounds, 0.006% hits; placental ASM, HMU-PC fluorogenic substrate, 60 min; note: potency is the fitted concentration of half-maximal effect
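HMU-PC0 cleavage (9 uM final) by human placental ASM, 60 min at 37 °C following 10 min compound exposure at RT; stopped at pH 10, fluorescence Ex 386/Em 447 nm.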
B2AR arrestin = qHTS assay of beta-arrestin-biased ligands of beta2-adrenergic receptor | beta-arrestin recruitment to beta2AR, cell-based reporter | 330,000 compounds, 0.02% hits | Beta-2 adrenergic receptor (Homo sapiens), P07550 | AID 492947, 2010 | Potency, µM (highest dose often 46.1 µM), without a hit: at the top dose activation, usual class: activators;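 note: potency is the fitted concentration of half-maximal effect; 0% = DMSO controls and full agonism = EC100 isoproterenol or metaproterenol; nearly all actives have a fitted effect of over 65% in size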
Giardia kill = Small Molecules that selectively kill Giardia lamblia: qHTS | Giardia lamblia trophozoite viability | activity change, % at 7.66 µM, hits read low | 340,000 compounds, 0.15% hits | AID 540267, 2011; in the data active = activity change below about -80%; inconclusive = between about -30% and that limit;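 note: parasites exposed to compound for two days anaerobically before the ATP read; % is set by controls: 0 for no effect and ±100 for the full control effect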
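Killing of trophozoites was scored by loss of ATP luminescence after a 48 hrs anaerobic exposure to compounds at 37 deg C, using 100 cells per well.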
PTAP TSG101 blk = qHTS Assay for Iinhibitors of HIV-1 Budding by Blocking the Interaction of PTAP/TSG101. Fluorescence polarization, FITC-PTAP peptide / Tsg101 binding. Potency, µM (doses to about 115 µM), without a hit: at the highest dose activity change, negative = inhibition, usual class: inhibitors. 340,000 tested, under 10 active; active = well fitted inhibition curve with a large enough effect in the main read-out, with a control signal flat, not every such curve was filed as active; inconclusive = small, poorly fitted or top-dose-only effect, or effect the other way, or a change in a side signal; inactive = no such curve, though single readings can be large or run the other way; note: potency is the fitted concentration of half-maximal effect; % of control where 0% means no effect
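Fluorescence polarization binding of Tsg101 binding domain (10 uM final) to FITC-labeled PTAP peptide (50 nM final) in HEPES pH 7.5 buffer with NaCl, Tween 20, EDTA, TCEP. Compounds added before peptide; binding 20 min at RT.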
Integrin act MD = qHTS for Activators of Integrin-Mediated Alleviation for Muscular Dystrophy; alpha7betagal myoblasts, beta-gal FDG fluorescence, 48 h; Potency, µM (top dose mostly 38.3 µM), inactives show at the highest dose activation, most hits filed as activators; 350,000 compounds, 0.064% hits;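 note: potency is the fitted concentration of half-maximal effect; 100% = response of the positive control SU9516; nearly all actives have a fitted effect of over 60% in size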
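alpha7betagal+/- myoblasts (passage 13, 250/well) treated 48 h at 37C with compounds at 1:260 dilution of DMSO stock. Lysed, then beta-galactosidase activity read as FDG fluorescence (ex 480/em 540) after 30 min, with pre-read for autofluorescence.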
BCR signal inh = qHTS Assay to Find Inhibitors of Chronic Active B-Cell Receptor Signaling; ABC-DLBCL IkBa-CBG/CBR reporter, luminescence ratio, 4 h; Potency, µM (titrated, usually from 46.1 µM), inactives show top-dose ratio change, negative = lower green/red ratio, actives largely listed as inhibitors; 340,000 compounds, 0.05% hits; active = well fitted inhibition curve with a large enough effect in the signal ratio, with a control signal flat, not every such curve was filed as active; inconclusive = small, poorly fitted or top-dose-only effect, or effect the other way, or a change in a side signal; the % refers to the signal ratio;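 note: potency is the fitted concentration of half-maximal effect; plate controls were basal doxycycline-induced cells for no effect and cells given 10 µM MG132 for full effect; MG132 reads +100%, hits lower the ratio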
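Concentration-response series (up to 46 uM) were applied to TMD8 dual-reporter cells for 4 h at 37C with doxycycline. Green/red ratio, after filter-overlap correction, defined %Activity; red signal alone was normalised to basal cells and zero luminescence.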
FBPA coupling cs = qHTS Assay for Inhibitors of Fructose-1,6-bisphosphate Aldolase from Giardia Lamblia: Coupling assay counterscreen | activity change, negative = inhibition, % at 58.2 µM, hits read low | coupling enzyme system counterscreen, AmpLite Red fluorescence | 290,000 compounds, 0.67% hits; in the data active = activity change below about -30%; note: % is set by controls: 0 for no effect and ±100 for the full control effect
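Counterscreen of the coupled detection system alone, without aldolase: glyceraldehyde-3-phosphate coupling enzymes plus AmpLite Red readout. Compounds at 57.5 uM final, 10 min RT preincubation, 20 min RT reaction, fluorescence 525/598 nm.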
Tb PFK inh = qHTS Assay to Find Inhibitors of T. brucei phosphofructokinase. T. brucei PFK, ADP-Glo luminescence. AID 485367, 2010. Potency, µM (titrated, usually from 57.5 µM), inactives show at the top dose activity, negative = inhibition, usual class: inhibitors. 330,000 compounds, 0.17% hits;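 note: potency is the fitted concentration of half-maximal effect; 0% = uninhibited 1x PFK enzyme wells and -100% = no-enzyme wells; nearly all actives have a fitted effect of over 60% in size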
Target sequence (O15648 whole entry, looked up): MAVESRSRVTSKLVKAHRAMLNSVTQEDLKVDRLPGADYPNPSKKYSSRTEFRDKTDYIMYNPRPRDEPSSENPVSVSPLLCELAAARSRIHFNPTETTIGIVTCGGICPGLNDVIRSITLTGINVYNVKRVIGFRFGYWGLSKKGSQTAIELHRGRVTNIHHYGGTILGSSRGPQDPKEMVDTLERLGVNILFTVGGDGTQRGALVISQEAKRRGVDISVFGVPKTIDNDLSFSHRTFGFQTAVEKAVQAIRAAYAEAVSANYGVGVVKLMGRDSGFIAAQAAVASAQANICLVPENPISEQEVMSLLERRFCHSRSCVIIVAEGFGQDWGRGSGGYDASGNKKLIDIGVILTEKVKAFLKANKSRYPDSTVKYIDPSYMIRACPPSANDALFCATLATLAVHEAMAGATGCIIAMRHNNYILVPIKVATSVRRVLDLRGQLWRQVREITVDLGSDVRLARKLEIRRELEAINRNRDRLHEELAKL
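ADP-Glo luminescence quantified ADP after 45 min at room temperature, with 1.25 nM T. brucei PFK, 0.1 mM ATP and 0.5 mM fructose-6-phosphate in pH 8.0 TEA buffer. qHTS titrations up to 57 µM; curves classified by quality.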
Active calls of the source: *; ? = inconclusive; . = not tested or not shown; [ ] = remark or other dose. Unless noted, calls come from the whole dose curve; as a rule, active = well fitted curve in the direction sought with a large enough effect; inconclusive = small, poorly fitted or top-dose-only effect, or another doubt; inactive = no such curve, though single readings can be large; an effect the other way counts as inactive or inconclusive. The list is partial; rates above refer to the full screens.

SMILES	GALK inh	PKM2 activator	Menin-MLL TR inh	ASM inhibitor	B2AR arrestin	Giardia kill	PTAP TSG101 blk	Integrin act MD	BCR signal inh	FBPA coupling cs	Tb PFK inh
CC(=O)c1cc(C(=O)Nc2ccc3ccccc3c2)c(C)o1	-1%	0%	17%	-2%	-1.3%	-20	-4%	9%	1%	-6	-3%
CC(=O)C1C(c2ccc3ncccc3c2)NC(=O)NC1(O)C(F)(F)F (stereo unspecified)	-2%	14%	8%	0%	-0.3%	8	2%	24%	-21%	3	4%
O=C(/C=C/c1ccccc1)N/C(=C\c1ccco1)C(=O)O	0%	2%	6%	-3%	-0.5%	3	-6%	-13%	-5%	2	9%
CC1=C(Nc2ccc(C(=O)O)cc2)C(=O)c2ccccc2C1=O	.	.	?	-2%	-1.3%	3	-2%	10%	?	-12	-22%
CCCc1cc(=O)oc2cc(OCc3nn[nH]n3)ccc12	.	1%	-12%	8%	-0.5%	-14	-6%	0%	5%	13	3%
Cc1ccc(C(=O)N2CCN(C3c4cccc5cccc(c45)C3NS(=O)(=O)c3ccccc3)CC2)cc1 (stereo unspecified)	-3%	-3%	19%	-10%	-0.9%	7	0%	7%	15%	.	-5%
C=CCNC(=O)c1ccc(-c2ccc([N+](=O)[O-])cc2)o1	0%	20%	7%	-2%	6.7%	2	-8%	-5%	?	5	7%
CC1(C)CN=c2s/c(=C\c3ccc(Cl)cc3)c(=O)n2C1	8%	-7%	-3%	-2%	0.1%	-6	-4%	10%	?	-2	-2%
C#Cc1cccc(NC(=O)c2ccc3c(c2)C(=O)N(Cc2cccnc2)C3=O)c1	3%	0%	.	-9%	-0.4%	-15	-2%	41%	-12%	.	-5%
COc1ccc(CNC(=O)CCNS(=O)(=O)c2ccc3c(c2)oc(=O)n3C)cc1	-10%	.	.	-3%	0.3%	20	-3%	16%	2%	.	0%
O=C(CN1C(=O)NC2(CCCCCCC2)C1=O)NCc1ccc2c(c1)OCO2	2%	1%	-11%	-2%	-0.6%	3	-11%	0%	-4%	5	2%
O=[N+]([O-])c1ccc(Oc2cccc3cccnc23)c([N+](=O)[O-])c1	.	8%	11%	2%	-0.7%	-5	0%	-31%[inhibitor]	?	-42*	-19%
OCCNc1c2ccccc2nc2c(F)c(F)c(F)c(F)c12	-2%	1%	0%	257%[activator]	5.8%	-13	-5%	-38%	?	0	3%
CCCc1cc(=O)[nH]c(SCC(=O)N(Cc2ccccc2)C(C)C)n1	-5%	-1%	-39%	-1%	-0.2%	-12	-7%	16%	0%	-1	-3%
C/C=C/c1ccc(OCC(=O)O)c(OC)c1	.	-13%	.	-4%	-0.5%	-6	-3%	-15%	?	-16	0%
COc1ccc(S(=O)(=O)NCCOc2ccc(Cl)cc2)cc1	.	.	.	-2%	-0.3%	5	3%	9%	0%	.	-2%
Cc1ccc(CN(C(=O)c2ccc(Cl)c([N+](=O)[O-])c2)C2CCS(=O)(=O)C2)o1 (stereo unspecified)	5%	3%	1%	-3%	-0.9%	-19	-2%	-47%[inhibitor]	?	0	7%
CCOC(=O)C1CCCN(C(=O)c2cc3cc(F)ccc3[nH]2)C1 (stereo unspecified)	1%	.	-4%	3%	-1.4%	-16	-1%	-6%	3%	2	-6%
COc1cc(N)c(C(=O)c2nccc3cc(OC)c(OC)cc23)cc1OC	4%	-3%	-6%	-5%	-0.4%	-7	3%	-13%	-15%	-1	-2%
Cc1ccc(C(=O)COC(=O)c2cc(Cl)nc3ccccc23)cc1C	-1%	0%	23%	-7%	-0.4%	2	-4%	-3%	2%	-1	-2%
O=C1Cn2c(nc3ccccc32)N1c1cccc(C(F)(F)F)c1	1%	9%	7%	1%	0.2%	-3	-1%	17%	5%	-1	-1%
CCSc1ccc(-c2nn(-c3ccccc3)cc2/C=C(/C#N)C(=O)NC)cc1	2%	-5%	-12%	.	-0.4%	3	-1%	1%	-11%	1	-8%
CCN1C(=O)/C(=C/c2nc3ccccc3c(=O)[nH]2)c2ccccc21	1%	4%	19%	-22%	-0.8%	-2	0%	-7%	?	-2	0%
COc1cc(/C=C/C(=O)O)ccc1OS(=O)(=O)c1c(C)c(C)cc(C)c1C	.	.	.	8%	0.0%	-6	-5%	36%	?	.	-3%
O=C(Cc1cccs1)NCCc1csc(-c2ccccc2)n1	1%	1%	.	0%	-0.4%	-2	-1%	-21%	1%	0	-12%

Going on with the list:
SMILES	GALK inh	PKM2 activator	Menin-MLL TR inh	ASM inhibitor	B2AR arrestin	Giardia kill	PTAP TSG101 blk	Integrin act MD	BCR signal inh	FBPA coupling cs	Tb PFK inh
O=C(COC(=O)c1cc(Br)ccc1O)NNC(=O)c1ccc(Cl)cc1	.	.	.	6%	0.1%	-4	1%	8%	?	.	-5%
CC(C)CCN1CCN=C1N(C)C	.	.	.	8%	0.2%	-8	3%	31%	4%	.	-3%
NNc1ccc2nnc(C(F)(F)C(F)(F)C(F)(F)F)n2n1	1%	-27%	-3%	-3%	0.5%	39[activator]	-1%	5%	-1%	0	0%
O=C(CNC(=O)c1cccs1)OCC(=O)c1cccs1	-1%	1%	9%	3%	0.2%	8	-9%	-9%	-5%	4	6%
O=C(c1ccc(Cl)cc1)N1CCN(c2ccc(F)cc2)CC1	-4%	1%	4%	-1%	0.1%	20	1%	17%	-3%	6	0%
Cc1c(NC(=O)COc2cccc(Br)c2)c(=O)n(-c2ccccc2)n1C	9%	-7%	-14%	6%	0.0%	-2	-4%	11%	0%	0	-1%
CC(C)[C@H](NS(=O)(=O)c1ccccc1)C(=O)Nc1nccs1	.	.	.	12%	-1.1%	-1	0%	-1%	1%	.	1%
CCc1nc(OCCN(CC)CC)c2oc3ccccc3c2n1	-1%	1%	-2%	5%	-0.8%	-3	-8%	-12%	-19%	1	2%
OC(CN1CCCCC1)Cn1c2ccccc2c2ccccc21 (stereo unspecified)	.	.	-26%	1%	0.2%	28	-1%	-26%	?	-2	-17%
NS(=O)(=O)c1ccc(CCNc2ncnc3sccc23)cc1	1%	-4%	2%	16%	-0.1%	-21	0%	-41%	-3%	1	19%
CC(C)C(=O)Nc1ccc(C(=O)CN2C(=O)NC3(CCOc4ccccc43)C2=O)cc1 (stereo unspecified)	.	.	.	-2%	0.3%	8	-6%	-19%	?	.	4%
CC1(C)CC[C@]2(C(=O)O)[C@H](O)C[C@]3(C)C(=CCC4[C@@]5(C)C[C@H](O)[C@H](O)[C@@](C)(CO)C5CC[C@]43C)[C@@H]2C1 (stereo partly specified)	.	.	.	1%	4.9%	-25	-10%	24%	?	.	-8%
Cc1ccc(NC(=O)C2CCCN2C(=O)NC2CCCCC2)cc1F (stereo unspecified)	1%	0%	13%	3%	0.0%	-4	1%	20%	-24%	1	0%
CC(=O)Nc1ccc(NC(=O)C2CCN(c3ccc(C(F)(F)F)cn3)CC2)cc1	-1%	10%	52%[activator]	0%	0.0%	14	3%	19%	-5%	5	7%
Cc1ccc2c(c1)N(C(=O)CCC(=O)N1CCN(c3ccccc3)CC1)CCO2	.	19%	-21%	0%	0.5%	-6	0%	5%	-17%	4	-3%
c1ccc(CN2c3ccccc3-c3nc4ccccc4n3C2c2ccccn2)cc1 (stereo unspecified)	0%	-1%	7%	2%	-0.5%	-1	-8%	15%	?	.	1%
CCN(CC(=O)Nc1c(F)cccc1F)C(=O)CN1C(=O)C2CCCCC2C1=O (stereo unspecified)	.	.	.	3%	0.0%	20	-2%	-9%	-7%	.	-8%
COc1ccc(N2CCN(CCNC(=O)c3ccc4nc5ccccc5c(=O)n4c3)CC2)cc1	8%	.	-19%	120%[activator]	-1.3%	9	-3%	-17%	9%	0	-10%
